From PubChem BioAssay
TSG101-PTAP inh – qHTS Assay for Iinhibitors of HIV-1 Budding by Blocking the Interaction of PTAP/TSG101. Tumor susceptibility gene 101 protein (Homo sapiens), Q99816. Fluorescence polarization, FITC-PTAP peptide / Tsg101 binding. Potency, µM (doses to about 115 µM), for inactives: at the highest dose activity change, negative = inhibition, hits mostly inhibitors. 340,000 tested, under 10 active; active = well fitted inhibition curve with a large enough effect in the main read-out, with a control signal flat, not every such curve was filed as active; inconclusive = small, poorly fitted or top-dose-only effect, or effect the other way, or a change in a side signal; inactive = no such curve, though single readings can be large or run the other way; note: potency is the fitted concentration of half-maximal effect; % of control where 0% means no effect
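Fluorescence anisotropy tracks displacement of a FITC-tagged PTAP peptide (50 nM) from the Tsg101 binding domain (10 uM), following a 20 min room-temperature incubation at pH 7.5.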
USP2a block – qHTS Assay for Inhibitors of Ubiquitin-specific Protease USP2a Using CHOP2 as the Reporter. AID 463254, 2010. Ubiquitin carboxyl-terminal hydrolase 2 (Homo sapiens), O75604. Potency, µM (titrated, usually from 38.3 µM), without a hit: at the highest dose activity change, negative = inhibition, actives largely listed as inhibitors. USP2 core, Ub-CHOP2 coupled fluorogenic reporter, 485/531. 330,000 tested, 0.01% active;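 note: potency is the fitted concentration of half-maximal effect; plate controls were DMSO wells for no effect and full inhibition by NEM control for full effect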
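Cell-free coupled assay: 10nM USP2 core preincubated 30min RT with compound in Tris-HCl pH 8.0/CaCl2/CHAPS buffer, then 25nM Ub-CHOP2 and 25nM reporter substrate; fluorescence (Ex 485/Em 531) read after 60min RT, normalized to NEM inhibition, concentration-response curves fitted.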
TRPV1 agonist – HTS Assay for Compounds that Act as Agonists of the Vanilloid Receptor 1 | activation, % at 8.33 µM | TRPV1-expressing cells, Fluo-8 calcium influx, agonist mode | 320,000 tested, 0.19% active; in the data active = activation above about 80%; inconclusive = between about 30% and that limit; note: 0% is about no effect
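Fluo-8 calcium influx in TRPV1-expressing cells, kinetic read (ex 480/em 520 nm). Compound added and read 3 min for agonist activity, followed by capsaicin at EC20 final and 2 min further read for enhancement.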
ASM inhibitor – Inhibitors of Secretory Acid Sphingomyelinase (S-ASM): qHTS | Sphingomyelin phosphodiesterase (Homo sapiens), P17405 | placental ASM, HMU-PC fluorogenic substrate, 60 min | Potency, µM (top dose mostly 57.5 µM), for inactives: at the highest dose activity change, negative = inhibition, most hits filed as inhibitors | 340,000 tested, 0.006% active | AID 504937, 2011; note: potency is the fitted concentration of half-maximal effect
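HMU-PC0 cleavage (9 uM final) by human placental ASM, 60 min at 37 °C following 10 min compound exposure at RT; stopped at pH 10, fluorescence Ex 386/Em 447 nm.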
p53 reactivator – qHTS assay for re-activators of p53 using a Luc reporter; AID 504706, 2011; 320,000 tested, 0.063% active; Potency, µM (titrated, usually from 92.2 µM), for inactives: at the highest dose activity change, positive = activation, usual class: activators; H1299 p53-A138V BP100-luciferase reporter, luminescence, 24 h; note: potency is the fitted concentration of half-maximal effect; % of control where 0% means no effect; nearly all actives have a fitted effect of over 45% in size
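p53-null H1299 cells stably carrying temperature-sensitive p53-A138V and a BP100-luciferase reporter were pinned with compounds (4-point, 1:5 series) and held 24 hrs at 37 deg C. Luminescence was read 10 min after detection reagent.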
B2AR arrestin – qHTS assay of beta-arrestin-biased ligands of beta2-adrenergic receptor | Beta-2 adrenergic receptor (Homo sapiens), P07550 | beta-arrestin recruitment to beta2AR, cell-based reporter | 330,000 tested, 0.02% active | Potency, µM (highest dose often 46.1 µM), for the others: at the highest dose activation, most hits filed as activators;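 note: potency is the fitted concentration of half-maximal effect; 0% = DMSO controls and full agonism = EC100 isoproterenol or metaproterenol; nearly all actives have a fitted effect of over 65% in size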
Target sequence (P07550 whole entry, looked up): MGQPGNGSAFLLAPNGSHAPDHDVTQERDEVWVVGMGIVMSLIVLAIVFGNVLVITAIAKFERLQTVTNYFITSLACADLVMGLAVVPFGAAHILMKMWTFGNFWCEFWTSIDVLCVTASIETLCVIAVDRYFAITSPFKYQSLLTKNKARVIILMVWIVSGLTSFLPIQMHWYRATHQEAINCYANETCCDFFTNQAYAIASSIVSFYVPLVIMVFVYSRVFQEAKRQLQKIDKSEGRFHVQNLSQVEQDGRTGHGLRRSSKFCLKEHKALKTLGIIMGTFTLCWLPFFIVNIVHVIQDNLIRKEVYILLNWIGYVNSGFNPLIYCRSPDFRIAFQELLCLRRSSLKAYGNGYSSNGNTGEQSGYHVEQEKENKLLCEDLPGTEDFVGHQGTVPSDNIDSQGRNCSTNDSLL
ELG1 genotoxic – qHTS screen for small molecules that induce genotoxicity in human embryonic kidney (HEK293T) cells expressing luciferase-tagged ELG1 | HEK293T ELG1-luciferase reporter, luminescence, 16 h | Potency, µM (top dose mostly 46 µM), without a hit: at the highest dose activity change, positive = activation, actives largely listed as activators | AID 504466, 2011 | 330,000 tested, 1.3% active; note: potency is the fitted concentration of half-maximal effect; % of control where 0% means no effect; nearly all actives have a fitted effect of over 60% in size
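DMSO vehicle served as control against compound-treated ELG1-luciferase HEK293T cells; exposure lasted 16 hr at 37 °C and 5% CO2, followed by ONE-Glo luminescence detection after 30 min.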
uPA generation – qHTS for Inhibitors of Cell Surface uPA Generation; cell surface uPA generation assay, qHTS; Potency, µM (top dose mostly 38.3 µM), for inactives: at the top dose activity change, negative = inhibition, hits mostly inhibitors; 330,000 tested, 0.31% active; active = well fitted inhibition curve with a large enough effect; inconclusive = small, poorly fitted or top-dose-only effect; inactive = no such curve, though single readings can be large or run the other way; tested in mouse RAW 264.7 cells; note: potency is the fitted concentration of half-maximal effect; % is set by controls: 0 for no effect and ±100 for the full control effect; nearly all actives have a fitted effect of over 55% in size
Integrin act MD – qHTS for Activators of Integrin-Mediated Alleviation for Muscular Dystrophy | 350,000 tested, 0.064% active | AID 624291, 2012 | Potency, µM (titrated, usually from 38.3 µM), inactives show at the highest dose activation, most hits filed as activators | alpha7betagal myoblasts, beta-gal FDG fluorescence, 48 h;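 note: potency is the fitted concentration of half-maximal effect; 100% = response of the positive control SU9516; nearly all actives have a fitted effect of over 60% in size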
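alpha7betagal+/- myoblasts (passage 13, 250/well) treated 48 h at 37C with compounds at 1:260 dilution of DMSO stock. Lysed, then beta-galactosidase activity read as FDG fluorescence (ex 480/em 540) after 30 min, with pre-read for autofluorescence.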
Eya2 phos inh – qHTS Assay for Inhibitors of the Phosphatase Activity of Eya2. recombinant Eya2, OMFP fluorescence dephosphorylation (OMFP is methylfluorescein phosphate). 330,000 tested, 0.006% active. Protein phosphatase EYA2 (Homo sapiens), O00167. Potency, µM (top dose mostly 76.9 µM), without a hit: top-dose activity, negative = inhibition, hits mostly inhibitors. AID 488837, 2010; note: potency is the fitted concentration of half-maximal effect; % is set by controls: 0 for no effect and ±100 for the full control effect
Target sequence (O00167 whole entry, looked up): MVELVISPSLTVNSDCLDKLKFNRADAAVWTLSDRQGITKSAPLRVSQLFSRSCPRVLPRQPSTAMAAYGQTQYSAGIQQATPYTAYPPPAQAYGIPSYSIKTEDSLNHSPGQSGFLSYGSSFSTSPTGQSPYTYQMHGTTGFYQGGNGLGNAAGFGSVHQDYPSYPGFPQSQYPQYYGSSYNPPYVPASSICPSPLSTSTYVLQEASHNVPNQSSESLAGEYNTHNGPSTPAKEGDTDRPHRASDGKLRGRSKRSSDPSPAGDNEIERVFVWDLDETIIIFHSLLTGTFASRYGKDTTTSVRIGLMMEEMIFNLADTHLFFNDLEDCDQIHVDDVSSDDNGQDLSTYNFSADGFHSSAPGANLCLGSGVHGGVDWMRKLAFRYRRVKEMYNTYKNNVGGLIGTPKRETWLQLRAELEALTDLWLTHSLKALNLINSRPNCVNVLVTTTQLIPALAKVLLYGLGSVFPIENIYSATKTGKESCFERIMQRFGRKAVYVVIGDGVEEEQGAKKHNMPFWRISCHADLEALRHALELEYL
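Eya2 protein (added as 0.2 uM solution) was preincubated with compound for 10 min at ambient temperature in 50 mM HEPES pH 7.5, 50 mM NaCl, 5 uM MgCl2, 0.05% BSA, 1 mM DTT. OMFP (added at 50 uM) then reacted 10 min; fluorescence read at 485/525 nm.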
BRCA1 expr up – qHTS Assay to Identify Small Molecule Activators of BRCA1 Expression; MCF7-BRCA1-FFLuc reporter, luminescence, 48 h; response scale: scaled: vehicle 0%, 10 µM genistein 100%; Potency, µM (highest dose often 46.1 µM), without a hit: at the highest dose activation, hits mostly activators; 380,000 tested, 1.1% active; AID 624202, 2012; note: potency is the fitted concentration of half-maximal effect; nearly all actives have a fitted effect of over 80% in size; some results filed as inactive show a strong effect at the top dose
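MCF7-BRCA1-FFLuc, 2000 cells/well; 2 h attach, 37 °C/5% CO2; compound 48 h; luciferase substrate 15 min; luminescence end-point. Norm. to genistein 10 microM max activation and DMSO; concentration-response curves fitted.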
* marks the source's active call; other numbers are inactive results; ? = inconclusive; . = not tested or not shown; [ ] = another dose, or the depositor's remark. Unless noted, calls come from the whole dose curve; as a rule, active = well fitted curve in the direction sought with a large enough effect; inconclusive = small, poorly fitted or top-dose-only effect, or another doubt; inactive = no such curve, though single readings can be large; an effect the other way counts as inactive or inconclusive.

SMILES	TSG101-PTAP inh	USP2a block	TRPV1 agonist	ASM inhibitor	p53 reactivator	B2AR arrestin	ELG1 genotoxic	uPA generation	Integrin act MD	Eya2 phos inh	BRCA1 expr up
CCCCc1nc2cc(C(=O)N3CCCCC3C(=O)OC)ccc2o1 (configuration not stated)	-2.7%	-1.4%	3.0	1.3%	?	0.1%	?	-11.8%	-0.7%	2.9%	66.0%
Cc1cc(S(=O)(=O)N(C)CCc2ccccc2)ccc1-n1cnnn1	0.2%	-1.1%	?	1.9%	-6.0%	0.0%	-1.1%	4.3%	-35.1%	-7.3%	-4.4%
O=C(c1ccc(Cl)cc1)N1CCN(c2ncccn2)CC1	-0.9%	0.6%	0.5	2.0%	-1.7%	0.5%	-5.1%	-1.4%	?	-2.4%	-4.4%
O=C(Nc1cccc(Cl)c1)c1ccc(F)c(S(=O)(=O)NCc2ccc3c(c2)OCO3)c1	-0.4%	3.1%	3.3	?	12.9%	0.3%	1.6%	-1.6%	-16.9%	-1.9%	-53.4%
S=c1[nH]nc(COc2ccc3c(c2)OCO3)n1-c1ccccc1	-10.2%	0.0%	-0.5	0.3%	-1.3%	-0.2%	0.1%	-4.5%	5.9%	13.4%	-10.3%
CCn1cc(CNCc2cn(-c3ccccc3C)nc2-c2ccc(OC)c(F)c2)cn1	-0.8%	-0.5%	24.7	-1.8%	-4.0%	0.4%	-4.2%	1.9%	-27.8%	-8.9%	-19.0%
Cc1ccc(C(=O)N2CCN(S(=O)(=O)c3ccccc3C#N)CC2)cc1S(=O)(=O)N1CCOCC1	-5.6%	1.7%	0.4	3.3%	2.1%	0.0%	8.8%	16.6%	-20.8%	-10.9%	2.6%
Cc1nc(SCc2ccc([N+](=O)[O-])cc2)nc2ccccc12	-4.0%	-0.4%	3.3	-5.7%	0.8%	-0.3%	?	.	3.0%	0.4%	6.9%
COc1ccc(-c2nc(N)ncc2-c2csc(C)n2)c(O)c1OC	-3.8%	1.0%	1.2	5.8%	1.1%	-0.2%	-1.5%	4.1%	-22.0%	-5.8%	-3.0%
COc1ccccc1Cc1nnnn1CC(=O)O	5.7%	-1.0%	5.8	4.3%	-6.5%	-0.6%	-2.7%	.	20.4%	8.8%	-15.9%
CCC(C)(C)NC(=O)CN(C(=O)c1csnn1)c1ccccc1-c1ccccc1	-1.2%	-0.2%	21.0	1.1%	-1.3%	-0.2%	2.9%	0.6%	5.0%	5.8%	15.9%
COc1ccc(CCN(C(=O)c2snc(C(N)=O)c2N)C(C(=O)NCC2CCCO2)c2ccc(F)cc2)cc1OC (configuration not stated)	0.1%	-1.0%	1.2	88.3%[activator]	1.8%	0.2%	-3.2%	11.3%	13.3%	4.9%	-23.4%
COCCNC(=O)CN(C)S(=O)(=O)c1ccc(Br)cc1	3.9%	2.2%	-3.2	4.2%	-0.6%	-0.3%	0.9%	21.4%	-9.2%	15.7%	3.8%
O=C(NCc1ccccc1F)C1CCN(C(=O)NCc2ccccc2)CC1	-0.1%	1.1%	0.8	3.5%	5.0%	-0.2%	2.5%	8.1%	?	5.3%	-0.1%
CCOC(=O)C(C)NC(=O)c1cn(-c2ccc(OC)cc2)c(=O)c2ccccc12 (configuration not stated)	0.9%	-0.5%	-4.8	-1.9%	-0.5%	0.5%	1.4%	5.8%	-4.0%	5.5%	1.8%
CCC(C(=O)OC(C)C)c1ccc2ccccc2c1 (configuration not stated)	.	1.7%	10.2	1.5%	2.5%	-0.4%	0.5%	-2.8%	-2.3%	-16.0%	8.8%
Cc1sc2nc(-c3ccncc3)[nH]c(=O)c2c1-c1ccccc1	.	3.9%	7.6	.	3.7%	-0.6%	6.1%	.	.	-9.4%	.
CC(=O)N(/N=C/c1ccc(C)cc1)c1nc(CCl)cs1	-5.4%	-1.1%	2.0	1.9%	6.2%	0.4%	-4.0%	-3.4%	37.9%	-1.0%	-9.5%
CC(C)CN1C(=O)/C(=C/c2cccs2)NC1=S	-5.7%	2.0%	?	-10.6%	19.8%	-0.4%	-0.7%	5.0%	16.6%[7.66 µM]	-0.1%	4.0%
CCOC(=O)C1=C(CN2CCN(C(=O)c3ccco3)CC2)NC(=O)NC1c1ccc(Cl)cc1 (configuration not stated)	-1.1%	0.4%	4.2	2.0%	-3.9%	-0.3%	0.5%	-4.1%	-12.7%	4.4%	-27.8%
Cn1c(N)c(C(=O)COC(=O)c2ccc(Cl)c(S(=O)(=O)N3CCCC3)c2)c(=O)n(C)c1=O	-0.4%	1.4%	-0.3	-4.3%	-0.9%	-0.8%	0.0%	-6.5%	-6.7%	-0.6%	-2.5%
Cc1cccc(N(C(=O)c2csnn2)C(C(=O)NCc2ccccc2)c2cccs2)c1 (configuration not stated)	-0.5%	-1.7%	-0.4	1.6%	-3.2%	-0.5%	-3.5%	0.1%	-23.4%	-3.5%	-11.7%
Cn1c(N)c(C(=O)COC(=O)/C=C/c2ccc(Cl)cc2Cl)c(=O)n(C)c1=O	-2.3%	3.0%	.	-1.0%	28.7%	-0.5%	5.8%	-6.4%	-19.3%	7.6%	-5.1%
CCCn1nnc(NC(=S)NC(=O)/C=C/c2ccco2)n1	-3.9%	-0.2%	-6.9	-3.4%	3.2%	0.2%	0.0%	0.7%	-11.6%	10.1%	-12.1%
COc1cc(/C=N/Nc2nc(C)cc(=O)[nH]2)cc(OC)c1O	-4.0%	0.6%	-5.7	47.8%[activator]	2.5%	-0.2%	0.1%	1.2%	?	-28.5%	-16.9%

Next part.
SMILES	TSG101-PTAP inh	USP2a block	TRPV1 agonist	ASM inhibitor	p53 reactivator	B2AR arrestin	ELG1 genotoxic	uPA generation	Integrin act MD	Eya2 phos inh	BRCA1 expr up
CCCN(CCC)S(=O)(=O)c1ccc(C(=O)NCc2ccco2)cc1	-1.8%	-1.1%	23.4	5.5%	.	6.5%	0.0%	-5.8%	-20.2%	5.1%	-18.7%
CS(=O)(=O)c1ccc(CNC(=O)C2(C(F)(F)F)C/C(=C/CCO)CCCO2)cc1 (configuration not stated)	-8.7%	.	.	6.4%	.	.	.	9.2%	21.5%	.	0.9%
CCOC(=O)CSc1nnc(NC(=O)c2ccco2)s1	-4.9%	-4.8%	-4.5	0.4%	26.6%	-0.4%	0.2%	3.0%	-10.2%	-2.4%	1.2%
COc1ccc(N2CCN(C(c3cccs3)C(C)NC(=O)c3ccco3)CC2)cc1 (configuration not stated)	.	-0.2%	0.4	-4.3%	4.2%	-0.4%	-3.9%	11.1%	22.6%	-2.9%	7.8%
COc1ccc2[nH]c3c(C)c4ccncc4c(C)c3c2c1	-0.1%	-0.7%	-1.8	8.3%	9.3%	0.0%	-4.4%	1.78µM*	-50.4%[inhibitor]	-11.7%	-78.5%
COc1ccc(-c2cc(C(=O)N3CC4(C)CC3CC(C)(C)C4)no2)cc1OC (configuration not stated)	0.2%	-0.6%	-0.2	-8.5%	-23.8%	0.2%	-2.6%	0.2%	0.0%	-27.9%	-66.1%
Cc1ccc(-c2ccc(/C=C3\C(=O)ON=C3c3ccccc3)o2)c([N+](=O)[O-])c1	-7.3%	0.3%	2.6	-18.7%	-1.7%	0.0%	-7.9%	.	18.3%	-13.0%	-79.4%[inhibitor]
CC(C)Oc1ccc(Cc2cnc(N)nc2N)cc1	-4.1%	-0.2%	1.0	-0.3%	-1.5%	0.2%	-1.9%	1.6%	-22.4%	-8.1%	-0.1%
COc1ccc(C(=O)Nc2cc(C)c(NC(=O)c3ccccn3)cn2)cc1	-0.4%	2.0%	3.4	-2.8%	20.3%	-0.6%	2.5%	-2.1%	5.6%	-6.6%	?
O=C(COc1ccccc1)Nc1ccc(CN2CCCCC2)cc1	-8.8%	-0.2%	-0.5	4.9%	3.4%	-0.6%	-0.6%	-0.7%	0.0%	-7.9%	7.1%
